T cruzi growth: inhibitors of T. cruzi proliferation | inhibition, % at 8.34 µM | T. cruzi beta-gal in NIH3T3, GalScreen luminescence, 90 h | actives 5.9% (n = 77,000) | AID 624255;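 active = mean inhibition above about 93%, with at least 55% of replicates each passing it, limit read from the data, passing the limit was not always enough; inconclusive = only one of those two conditions holds; inactive = neither condition holds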
KDM4C inh: blocks human GASC-1 (KDM4C) demethylase activity; Q9H3R0; GST-KDM4C 2-372, H3K9me3 peptide, LANCE TR-FRET; inhibition, % at 12.5 µM; actives 0.15% (n = 96,000); AID 720574;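 active = mean replicate inhibition above about 25%, with at least 55% of replicates also reaching it, limit read from the data, passing the limit was not always enough; inconclusive = only one of those two conditions met; inactive = neither condition met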
Target sequence (Q9H3R0 2-372 limits assumed): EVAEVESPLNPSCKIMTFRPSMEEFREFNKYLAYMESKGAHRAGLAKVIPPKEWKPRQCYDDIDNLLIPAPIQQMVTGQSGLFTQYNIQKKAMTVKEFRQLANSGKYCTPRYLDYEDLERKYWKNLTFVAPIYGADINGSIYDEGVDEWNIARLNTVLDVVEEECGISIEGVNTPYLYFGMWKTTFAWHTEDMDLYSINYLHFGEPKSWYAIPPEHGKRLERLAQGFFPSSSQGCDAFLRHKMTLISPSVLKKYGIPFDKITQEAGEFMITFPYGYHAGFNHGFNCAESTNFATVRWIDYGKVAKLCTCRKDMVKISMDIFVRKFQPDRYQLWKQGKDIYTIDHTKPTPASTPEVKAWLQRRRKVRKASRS
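material = GST-tagged GASC-1 (JMJD2C) catalytic fragment, aa 2-372 | amount = enzyme final amount 10 nM | medium = HEPES buffer, pH 7.5, plus ascorbate | also added = H3K9me3 peptide substrate, Fe(II), 2-oxoglutarate | dosing = single dose | times = 30 min demethylation and 1 h detection at room temperature | detection = LANCE TR-FRET | read-out basis = Fall in 671/618 emission ratio as inhibition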
Pf Dd2 growth: blocks growth of Plasmodium falciparum Dd2 parasites; P. falciparum Dd2 growth, SYBR Green, 72 h; hits give low values; activity change, % at 10 µM; actives 2.3% (n = 94,000); AID 1159554; in the data active = activity change below about -80%; inconclusive = no clear call, values can overlap the other calls
C diff growth: inhibitors of Clostridium difficile growth | actives 0.25% (n = 86,000) | growth activity, negative = inhibition, % at 16 µg/mL (by protocol) | Clostridium difficile clinical isolate growth, OD600, 24 h; hits give low values;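 active = mean growth activity at or below -80% and every replicate also at or below -80%; inconclusive = mean at or below -80% but some replicate above -80%; inactive = mean growth activity above -80%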;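 note: 0% = DMSO wells and -100% = levofloxacin 16 µg/mL wells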
An asterisk follows results filed as active; ? = inconclusive; · = not tested or not shown; & = joins results of further samples.

SMILES | T cruzi growth | KDM4C inh | Pf Dd2 growth | C diff growth
O=C(Nc1ccccc1)N1C[C@@H]2N[C@H](C1)[C@@H]2c1ccc(/C=C/c2ccccc2)cc1 | · | -3.2 | -89* | -97*
C[C@@H]1CN([C@H](C)CO)C(=O)Cc2cc(NS(=O)(=O)c3ccc(Cl)cc3)ccc2O[C@@H]1CN(C)C(=O)Nc1cccc2ccccc12 | 32 | -3.8 | -2 | -8
O=C(NCC[C@@H]1CC[C@@H](NC(=O)C2CCCCC2)[C@@H](CO)O1)c1cnccn1 | · | 3.9 | -5 | 1
COc1ccc(CN(C)C[C@H]2Oc3ccc(NS(=O)(=O)c4ccc(OC)cc4)cc3C(=O)N([C@H](C)CO)C[C@@H]2C)cc1 | 16 | -0.5 | -1 | -1
C[C@@H]1CN([C@@H](C)CO)C(=O)c2cc(-c3ccccc3)cnc2O[C@H]1CN(C)C(=O)Nc1ccccc1F | -49 | · | -7 | -12
CN1c2ccc(-c3cccc(F)c3)cc2[C@H]2[C@H](CCN2C(=O)CC2CC2)[C@@H]1CO | 98* | -0.2 | -4 | 2
C[C@@H]1CN([C@@H](C)CO)C(=O)c2cc(C#CC3CC3)cnc2O[C@@H]1CN(C)S(=O)(=O)c1cccc(F)c1 | -50 | -0.2 | -24 | ·
C[C@@H]1CN([C@H](C)CO)C(=O)c2cc(NC(=O)CCC(F)(F)F)ccc2O[C@H]1CN(C)C(=O)NC1CCCCC1 | 24 | -1.3 | -87* | -4
N#C[C@@H]1[C@@H](c2ccc(-c3ccccc3)cc2)[C@H](CO)N1C(=O)Cc1ccccc1 | 84 | -2.3 | -25 | 2
CC(C)NC(=O)Nc1ccc2c(c1)C(=O)N(C)[C@@H]1CC[C@@H](CC(=O)NCC(F)(F)F)O[C@H]1CO2 | -34 | 0.0 | -36 | 0
CO[C@@H]1CN(C)C(=O)c2ccc(NS(=O)(=O)c3cn(C)cn3)cc2OC[C@H](C)N(CC2CC2)C[C@H]1C | 21 | 0.3 | 12 | ·
Cc1ccc(S(=O)(=O)N(C)C[C@@H]2Oc3ccc(NC(=O)Nc4ccc5c(c4)OCO5)cc3C(=O)N([C@@H](C)CO)C[C@H]2C)cc1 | 18 | 1.0 | -15 | 1
C[C@@H]1CN([C@@H](C)CO)C(=O)c2cc(NC(=O)C3CC3)ccc2O[C@H]1CN(C)Cc1ccncc1 | 15 | 0.7 | 8 | -4
COc1ccc(S(=O)(=O)N(C)C[C@@H]2OCCCC[C@H](C)Oc3ccc(NC(=O)NC(C)C)cc3C(=O)N([C@H](C)CO)C[C@@H]2C)cc1 | 6 | -0.3 | · | -4
COc1ccc2c3c([nH]c2c1)[C@H](CO)N(C(=O)c1ccc(F)cc1)CC31CN(Cc2cccnc2)C1 | · | 0.1 | -36 | -17
O=C(C1CCOCC1)N1CC(=O)N2[C@H](CO)[C@H](c3ccc(C#CC4CC4)cc3)[C@H]2C1 | · | 0.4 | 27 | 1
O=C(c1ccc(F)cc1)N1CC[C@@H]2[C@@H](CO)Nc3ccc(-c4ccccc4F)cc3[C@@H]21 | 110* | -2.0 | -51 | 4
CN1C(=O)c2cc(NC(=O)C3CC3)ccc2OC[C@@H]2O[C@@H](CC(=O)O)CC[C@@H]21 | · | 1.2 | -1 | -4
O=C(c1ccc(F)cc1)N1C[C@@H]2[C@H](c3ccccc31)[C@H](CO)N2Cc1ccc2c(c1)OCO2 | 35 | 2.0 | 2 | -1
O=C(c1ccc(F)cc1)N1[C@@H](CO)[C@@H]2c3ccccc3NC[C@@H]21 | 38 | -2.3 | 3 | -1
Cc1noc(C)c1NC(=O)N(C)C[C@@H]1Oc2ccc(NC(=O)C3CCCCC3)cc2CC(=O)N([C@H](C)CO)C[C@H]1C | -31 | 1.5 | -12 | -1
C[C@@H]1CCCCO[C@H](CN(C)C(=O)Nc2ccc3c(c2)OCO3)[C@H](C)CN([C@H](C)CO)C(=O)c2cc(NS(=O)(=O)c3ccc(F)cc3)ccc2O1 | · | 1.6 | -66 | -4
C[C@H](CO)N1C[C@H](C)[C@H](CN(C)C(=O)NC2CCCCC2)OCCCC[C@H](C)Oc2ccc(NC(=O)Nc3ccc4c(c3)OCO4)cc2C1=O | 27 | 0.1 | 34 | -11
CCCC(O)C#Cc1cnc2c(c1)C(=O)N([C@H](C)CO)C[C@H](C)[C@H](CN(C)S(=O)(=O)c1cccc(F)c1)O2 (stereo partly drawn) | 35 | -0.3 | -18 | -2
O=C(Nc1ccccc1)N1C[C@@H]2[C@H](c3ccccc31)[C@@H](CO)N2C(=O)c1ccncc1 | 35 | 0.3 | 10 | 0
C[C@@H]1CN([C@@H](C)CO)C(=O)Cc2cc(NC(=O)Nc3ccccc3)ccc2O[C@@H]1CN(C)Cc1ccc2c(c1)OCO2 | 83 | 4.1 | -16 | 7
O=C(C[C@@H]1C[C@H]2c3cc(NC(=O)C4CCC4)ccc3O[C@H]2[C@H](CO)O1)NCC1CC1 | -6 | 8.2 | 0 | 3
C[C@H]1CN([C@@H](C)CO)C(=O)c2cc(-c3ccccc3)cnc2O[C@H]1CN(C)C(=O)c1ccccc1F | · | · | 11 | 1
Cc1cc(C(=O)Nc2cccc3c2O[C@H](CN(C)CC2CC2)[C@@H](C)CN([C@@H](C)CO)C3=O)n(C)n1 | 3 | -0.4 | 15 | -2
O=C(c1ccc2c(c1)OCO2)N1C[C@@H]2N[C@H](C1)C2c1ccc(-c2cncnc2)cc1 (stereo partly drawn) | · | -0.2 | 22&23 | -7&-4
COCC(=O)N(C)C[C@H]1Oc2ncc(C#Cc3cccnc3)cc2C(=O)N([C@@H](C)CO)C[C@H]1C | 66 | 7.6 | -10 | 0
COc1ccc2c3c(n(C)c2c1)[C@@H](CO)N(C(=O)NC(C)C)CC31CN(C(=O)NC(C)C)C1 | · | 0.6 | 14 | -2
C[C@@H]1CN([C@@H](C)CO)C(=O)c2cc(-c3cncnc3)cnc2O[C@H]1CN(C)C(=O)Nc1ccc2c(c1)OCO2 | 98* | -0.3 | 49 | -4
O=C(Nc1cccc(F)c1)N1C[C@@H]2N[C@H](C1)C2c1ccc(-c2cncnc2)cc1 (stereo partly drawn) | · | 1.3 | 16 | 1
COc1ccc(NC(=O)N(C)C[C@H]2Oc3ccc(NS(=O)(=O)c4ccc(OC)cc4)cc3C(=O)N([C@@H](C)CO)C[C@@H]2C)cc1 | 7 | 1.1 | 38 | 0
O=C(NC[C@@H]1[C@H](c2ccccc2)[C@@H](CO)N1CC1CCCC1)c1cccnc1 | -29 | -3.3 | -31 | 6
C[C@@H]1CN([C@H](C)CO)C(=O)c2cc(NC(=O)Nc3ccccc3)ccc2O[C@@H]1CN(C)C(=O)Nc1ccc2c(c1)OCO2 | 63 | 2.1 | -1 | 14
O=C(C[C@H]1CC[C@H]2[C@@H](COC[C@@H](O)CN2C(=O)c2ccccn2)O1)N1CCN(c2ccccc2)CC1 | -19 | 0.7 | 9 | ·
COc1cccc(S(=O)(=O)N2CC[C@@H]3[C@@H](CO)Nc4ccc(-c5ccc(C#N)cc5)cc4[C@@H]32)c1 | 27 | -3.5 | 11 | -2
O=C(C[C@@H]1C[C@H]2c3cc(NC(=O)Nc4ccccc4F)ccc3O[C@H]2[C@H](CO)O1)NCC1CC1 | 32 | 2.4 | -7 | -2
Cc1noc(C)c1NC(=O)Nc1ccc2c(c1)C(=O)N([C@@H](C)CO)C[C@@H](C)[C@H](CN(C)S(C)(=O)=O)O2 | 85 | 1.5 | -2 | ·
C[C@@H]1CCCCO[C@@H](CN(C)C(=O)NC2CCCCC2)[C@H](C)CN([C@H](C)CO)C(=O)c2cc(NC(=O)Nc3ccc4c(c3)OCO4)ccc2O1 | 105* | 1.8 | -16 | 0
Cc1noc(C)c1NC(=O)Nc1ccc2c(c1)C(=O)N([C@@H](C)CO)C[C@@H](C)[C@H](CN(C)Cc1ccc3c(c1)OCO3)O2 | 52 | 0.8 | 6 | -1
Cc1noc(C)c1NC(=O)NCC[C@H]1CC[C@@H](NC(=O)Nc2cccc(Cl)c2)[C@@H](CO)O1 | 0 | -0.8 | 9 | ·
COc1ccc(NC(=O)Nc2cccc3c2O[C@@H](CN(C)CC2CCCCC2)[C@@H](C)CN([C@@H](C)CO)C3=O)cc1 | -15 | -0.5 | -40 | 4
O=C(C[C@@H]1C[C@@H]2c3cc(NC(=O)c4cccnc4)ccc3O[C@@H]2[C@H](CO)O1)NCc1ccccc1 | -10 | 1.9 | 30 | ·
CN1[C@@H]2c3ccc(-c4ccccc4F)c(=O)n3C[C@@H]2[C@@H](CO)[C@@H]1C(=O)NCC(F)(F)F | 23 | 3.6 | · | -4
C[C@@H](NC(=O)C[C@@H]1C[C@@H]2c3cc(NC(=O)C4CCC4)ccc3O[C@@H]2[C@@H](CO)O1)c1ccccc1 | 5 | -2.8 | -16 | -2

Complete entries, looked up by structure. Screens in order: T cruzi growth, KDM4C inh, Pf Dd2 growth, C diff growth
`COc1cccc(S(=O)(=O)N2CC[C@@H]3[C@@H](CO)Nc4ccc(-c5ccc(C#N)cc5)cc4[C@@H]32)c1` is entered as 27, -3.5, 11, -2
`O=C(C[C@@H]1C[C@@H]2c3cc(NC(=O)c4cccnc4)ccc3O[C@@H]2[C@H](CO)O1)NCc1ccccc1` is entered as -10, 1.9, 30, ·
`O=C(C[C@H]1CC[C@H]2[C@@H](COC[C@@H](O)CN2C(=O)c2ccccn2)O1)N1CCN(c2ccccc2)CC1` is entered as -19, 0.7, 9, ·
`Cc1noc(C)c1NC(=O)NCC[C@H]1CC[C@@H](NC(=O)Nc2cccc(Cl)c2)[C@@H](CO)O1` is entered as 0, -0.8, 9, ·
`C[C@@H](NC(=O)C[C@@H]1C[C@@H]2c3cc(NC(=O)C4CCC4)ccc3O[C@@H]2[C@@H](CO)O1)c1ccccc1` is entered as 5, -2.8, -16, -2

(further entries)
SMILES | T cruzi growth | KDM4C inh | Pf Dd2 growth | C diff growth
Cn1cnc(S(=O)(=O)N2CC[C@@H]3[C@H](CO)Nc4ccc(C#Cc5cccc(F)c5)cc4[C@@H]32)c1 | 3 | -1.3 | 27 | 5
CN1C(=O)c2cc(NS(=O)(=O)c3cccc(F)c3)ccc2OC[C@@H]2O[C@@H](CC(=O)NCCN3CCCCC3)CC[C@H]21 | 10 | 0.7 | -6 | -7
C[C@@H]1CN([C@@H](C)CO)C(=O)c2cc(C#CC3CCCCC3)cnc2O[C@@H]1CN(C)C(=O)C1CCCCC1 | 25 | ? | -50 | 5
C[C@H]1CN([C@@H](C)CO)C(=O)Cc2cc(NS(=O)(=O)c3ccc(F)cc3)ccc2O[C@@H]1CN(C)S(=O)(=O)c1cn(C)cn1 | -12 | 0.5 | 21 | -1
C[C@@H]1CCCCO[C@H](CN(C)S(=O)(=O)c2cn(C)cn2)[C@@H](C)CN([C@H](C)CO)C(=O)c2cc(NS(=O)(=O)c3ccc(F)cc3)ccc2O1 | 66 | 0.9 | 17 | -13
CO[C@@H]1CC[C@H]2CCOc3ccc(C#N)cc3C(=O)N(C)[C@H](C)C(=O)N(C)C[C@H]1O2 | 18 | -0.7 | · | 1
CCCC(=O)Nc1ccc2c(c1)C(=O)N(C)C[C@H](OC)[C@@H](C)CN(C(=O)C1CCCC1)[C@@H](C)CO2 | 22 | 2.5 | 4 | -3
C[C@@H]1CN([C@H](C)CO)C(=O)c2cc(C3=CCCC3)cnc2O[C@H]1CN(C)C(=O)Nc1ccc(C(F)(F)F)cc1 | 102* | 0.1 | -20 | -8
CN1C(=O)c2cc(NC(=O)c3cnccn3)ccc2OC[C@H]2O[C@H](CC(=O)NCC3CCCCC3)CC[C@@H]21 | 10 | 0.4 | · | 4
CO[C@H]1CN(C)C(=O)c2cccc(C#N)c2OCC[C@H]2CC[C@@H](OC)[C@H](CN(C)C(=O)[C@@H]1C)O2 | 16 | -1.2 | · | -4
CO[C@@H]1CN(C)C(=O)c2cc(NC(=O)Nc3ccccc3)ccc2OC[C@@H](C)NC[C@@H]1C | -54 | -0.7 | · | 0
O=C([C@@H]1[C@@H](CO)[C@@H]2Cn3c(cccc3=O)[C@H]1N2C(=O)CC1CC1)N1CCc2ccccc2C1 | · | 8.2 | 5 | 4
C[C@@H]1CCCCO[C@@H](CN(C)S(=O)(=O)c2ccccc2)[C@@H](C)CN([C@@H](C)CO)C(=O)c2cc(NC(=O)CCCN(C)C)ccc2O1 | -44 | 0.8 | -14 | -5
C/C=C/c1ccc([C@@H]2[C@@H](CNC(=O)CC)N(C(=O)CC)[C@H]2CO)cc1 | 94 | 0.1 | -2 | 0
CCC(=O)Nc1ccc2c(c1)C(=O)N(C)[C@@H]1CC[C@H](CC(=O)N3CCc4ccccc4C3)O[C@@H]1CO2 | -44 | 3.1 | -4 | -1
CC(C)C#Cc1cnc2c(c1)C(=O)N([C@H](C)CO)C[C@H](C)[C@H](CN(C)C(=O)CN1CCOCC1)O2 | -33 | · | 39 | 0

Screens from PubChem.
